AddAB inh = less growth of phage-infected E. coli with AddAB; E. coli expressing H. pylori AddAB, absorbance growth; inhibition, % at 11.9 µM; 330,000 tested, 0.29% active; AID 435030; in the data active = inhibition above about 12%;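 note: 0% = vehicle wells of infected cells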
CAL PDZ FP-1 = blocks peptide binding to human CAL PDZ domain. Q9HD26. purified CAL PDZ, TMR-peptide fluorescence polarization, 1 h. inhibition, % at 20 µM. 330,000 tested, 0.02% active. AID 504414;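 active = highest replicate inhibition of at least 40%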;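 note: plate controls were DMSO neutral control wells for no effect and unlabeled competitor peptide control wells for full effect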
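Test system: tagged CAL PDZ domain / Buffer or medium: sodium phosphate/NaCl buffer pH 7.4 with TCEP, IgG, Thesit / Reagent: TMR-labelled reporter peptide T*-PRC34 bound in PDZ groove / Compound dosing: single point, 20 µM / Schedule: 1 h incubation at room temperature before polarization reading / Technique: fluorescence polarization (mP) / Benchmarks: unlabelled peptide, DMSO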
Tat transport = blocks Tat-dependent protein export in E. coli; E. coli MC4100 TorA-mCherry Tat export, fluorescence; inhibition, % at 10 µM; 340,000 tested, 0.036% active; AID 488895;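 active = mean replicate inhibition at least 50% and at least half of replicates individually reaching 50%; inconclusive = only one of the two criteria met; inactive = neither criterion met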;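 note: exported cargo escapes ClpAP degradation while cytoplasmic cargo is degraded and loses fluorescence; 0% = median of neutral control wells and 100% = median of NaSCN control wells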
Ecoli viability = counter-screen for AddAB inhibitors: E. coli growth inhibition | 330,000 tested, 0.27% active | inhibition, % at 11.9 µM | E. coli V3065 growth, OD600 absorbance, 18 h;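 active = inhibition above the campaign's mean inhibition across all tested compounds plus 3 SD, cut at about 9.9% in these data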;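 note: uninfected addAB+ strain grown without phage in ampicillin broth; 0% = DMSO wells and 100% = ciprofloxacin 0.95 µg/ml wells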
CAL PDZ FP-2 = inhibitors of human CAL PDZ peptide binding; Q9HD26; purified CAL PDZ, TMR-peptide fluorescence polarization, 1 h; inhibition, % at 24.9 µM; 300,000 tested, 0.92% active; AID 602252;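 active = mean inhibition of at least 30% with at least half of replicates also reaching 30%; inconclusive = no clear call, values can overlap the other calls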;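 note: 0% = DMSO neutral control and 100% = excess unlabeled competitor peptide PRC23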
Wnt act = activators of Wnt/beta-catenin signaling. Wnt/beta-catenin reporter cell assay, activator, plate reader. activation, % at 9.35 µM. 300,000 tested, 1.2% active; in the data active = activation above about 30%, passing the limit was not always enough; inconclusive = no clear call, values can overlap the other calls;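 note: 0% = neutral control wells and 100% = positive control wells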
SR-BI DiI-HDL act = activators of SR-BI mediated HDL lipid uptake | activation, % at 12.5 µM | 320,000 tested, 0.096% active | CHO ldlA[mSR-BI] cells, DiI-HDL uptake fluorescence, 3 h; 100 = double the neutral-control signal;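 active = mean replicate activation of at least 60% and every replicate at or above 60%; inconclusive = mean or all-replicate condition met, but not both; inactive = mean below 60% and not all replicates reaching 60%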;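 note: 0% = median plate neutral-control signal and 100% = twice that signal; values of inactives mirror those of a sister screen read the other way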
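Test system: SR-BI-overexpressing, LDLR-lacking CHO cells. Measured by: DiI fluorescence, bottom read. Medium: Ham's F12 with 0.5% BSA, HEPES 25 mM, pH 7.4. Timing: 3 h uptake period with compound, 37 °C.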
phage Ecoli inh = E. coli growth loss with phage present. growth absorbance. inhibition, % at 11.9 µM. 360,000 tested, 0.26% active; in the data active = inhibition above about 11%
MITF TRPM1 HTS = activators of MITF-driven TRPM1 promoter activity in SK-MEL-5 cells | SK-MEL-5 TRPM1-promoter luciferase, 24 h; % of positive control, neutral wells = 0 | activation, % at 12.5 µM | 300,000 tested, 0.75% active;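 active = mean activation of at least 80% with every replicate also reaching 80%; inconclusive = mean reaches 80% but some replicate falls short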;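 note: 0% = neutral control wells and 100% = parthenolide positive control wells; values of inactives mirror those of a sister screen read the other way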
SR-BI DiI inh = mouse SR-BI HDL lipid transfer inhibition; ldlA[mSR-BI] CHO cells, DiI-HDL uptake fluorescence, 3 h; inhibition, % at 12.5 µM; 320,000 tested, 0.96% active; AID 488896;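 active = mean replicate inhibition of at least 70% and a set share of replicates each scoring 70 or more; inconclusive = meets just one of the two criteria; inactive = fails both criteria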;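 note: 0% = median of neutral control wells and 100% = median of positive control wells; values of inactives mirror those of a sister screen read the other way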
Target sequence (Q61009 whole entry, looked up): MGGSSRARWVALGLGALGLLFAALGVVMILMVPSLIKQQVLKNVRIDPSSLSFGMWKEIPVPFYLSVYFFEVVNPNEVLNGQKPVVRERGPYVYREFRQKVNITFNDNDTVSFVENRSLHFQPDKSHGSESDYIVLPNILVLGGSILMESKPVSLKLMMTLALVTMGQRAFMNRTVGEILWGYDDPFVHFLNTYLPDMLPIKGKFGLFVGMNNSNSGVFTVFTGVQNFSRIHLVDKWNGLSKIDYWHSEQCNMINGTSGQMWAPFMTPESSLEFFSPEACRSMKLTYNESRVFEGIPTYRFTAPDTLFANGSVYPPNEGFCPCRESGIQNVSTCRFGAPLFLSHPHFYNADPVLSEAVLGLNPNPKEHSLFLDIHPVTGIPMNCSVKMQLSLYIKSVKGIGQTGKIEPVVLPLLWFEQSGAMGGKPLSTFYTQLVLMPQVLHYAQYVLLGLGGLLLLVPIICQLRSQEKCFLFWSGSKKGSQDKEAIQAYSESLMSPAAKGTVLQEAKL
Active calls of the source: *; ? = inconclusive; . = not tested or not shown.

SMILES | AddAB inh | CAL PDZ FP-1 | Tat transport | Ecoli viability | CAL PDZ FP-2 | Wnt act | SR-BI DiI-HDL act | phage Ecoli inh | MITF TRPM1 HTS | SR-BI DiI inh
O=C(NC(Cc1ccccc1)C(=O)O)/C(=C\c1ccccc1F)NC(=O)c1ccccc1 (centres undefined) | 3.2 | 0.2 | 0 | -1.6 | 5 | 2 | 18 | 5.3 | -10 | -18
Nc1ccc(NC(=O)CCN2CCOCC2)cc1 | . | 0.3 | -3 | . | -6 | 0 | 8 | 3.4 | . | -8
CCNC(=S)Nc1ccc(N(c2ccccc2)C(C)C)cc1 | -0.5 | -0.2 | 13 | -2.2 | . | 0 | -17 | . | -11 | 17
CC(C)NCCCCOc1ccc(Br)cc1Cl | 3.9 | -2.9 | 2 | 1.8 | -4 | -7 | 6 | 5.0 | 13 | -6
CC(NC(=O)CN(c1ccccc1F)S(C)(=O)=O)c1ccccc1 (centres undefined) | 0.5 | -7.5 | -1 | -1.5 | -4 | 1 | 34 | 0.8 | 4 | -34
Cc1cc(OC(=O)c2ccccc2F)c([N+](=O)[O-])c(=O)[nH]1 | 3.2 | -0.9 | -1 | 0.0 | 2 | -1 | 19 | 0.8 | 1 | -19
O=C(NC(c1ccccc1)C(Cl)Cl)c1ccccc1 (centres undefined) | 0.7 | -0.3 | -7 | -1.3 | -3 | -3 | 20 | 3.5 | 5 | -20
CSc1ccccc1NC(=O)c1ccncc1 | 0.8 | . | 12 | 2.0 | -1 | 2 | 14 | 3.0 | 6 | -14
O=C(Nc1ccc(OC(F)F)c(Cl)c1)C(c1ccccc1)c1ccccc1 | 0.8 | -0.7 | -4 | 0.6 | -7 | . | 4 | 6.3 | 7 | -4
COc1ccc(S(=O)(=O)N2CCC(N3CCN(c4ccccc4OC)CC3)CC2)cc1 | -1.5 | -3.8 | -14 | -0.5 | -1 | 4 | -7 | -0.8 | 4 | 7
Cc1ccn2c(=O)nc(SCC(=O)NCCc3ccccc3)nc2c1 | 1.2 | -1.6 | -9 | -0.6 | -1 | -1 | 25 | 3.8 | 5 | -25
O=C(C[C@H]1C[C@H](C(=O)N2CCOCC2)[C@@]2(CCC3CCCC3)c3[nH]c4cc(-c5ccco5)ccc4c3CCN2C1=O)NCC12CC3CC(CC(C3)C1)C2 | -0.4 | -1.8 | -8 | -2.0 | -2 | -7 | 34 | 3.5 | -18 | -34
Cc1cc(OCCCC(=O)Nc2nnc(C3CC3)s2)ccc1Cl | -0.7 | -2.9 | -3 | -1.9 | -3 | -2 | 2 | 0.9 | -5 | -2
COc1cc(Br)cc(CN2CCN(C/C=C/c3ccccc3)CC2)c1O | -0.6 | -0.4 | -7 | -3.1 | 2 | -1 | 39 | 1.3 | 1 | -39
Cc1nn2c(-c3ccc(Cl)cc3)ccnc2c1-c1ccccc1 | . | -1.9 | -2 | . | 0 | 10 | -16 | 1.9 | . | 16
COc1cc2c(cc1OC)C(c1ccc3c(c1)OCO3)C1=C(CC(C)(C)CC1=O)N2 (centres undefined) | 1.8 | . | 8 | 0.3 | 6 | . | -22 | 2.2 | 1 | 22
CCN(CC)C(=O)CC(c1ccc2c(c1)OCO2)c1c(O)cc(OC)cc1OC (centres undefined) | 2.3 | -0.4 | 1 | 1.4 | -3 | 0 | 24 | 2.2 | -11 | -24
CCN(CC)CC(=O)Nc1ccc(/C(C)=N/NC2=NCCN2)cc1 | 0.9 | -1.7 | 13 | 0.1 | 3 | -5 | 9 | 4.3 | 10 | -9
COC(=O)C(C)Sc1nc(NCc2ccccc2)nc(N(C)C)n1 (centres undefined) | -0.2 | -1.8 | -8 | 1.4 | -2 | -3 | -9 | 2.4 | -2 | 9
CCC(C)c1ccccc1N1CC(C(=O)N2CCN(S(=O)(=O)c3ccc(F)cc3)CC2)CC1=O (centres undefined) | -1.4 | -1.7 | -1 | 2.4 | -2 | -3 | 13 | 2.3 | -8 | -13
Cc1noc(C)c1CSc1nnc(-c2ccncc2)n1-c1ccc(Cl)c(Cl)c1 | 2.4 | -1.2 | 9 | -1.1 | 0 | . | -37 | 1.8 | -8 | 37
O=C(COC(=O)CCC(=O)c1ccc(Cl)cc1)NCc1ccco1 | 5.1 | -0.3 | -1 | 0.2 | -3 | 1 | -3 | 2.1 | 6 | 3
CCCCn1c(N)c(NCC(C)C)c(=O)[nH]c1=O | -0.7 | 0.3 | -1 | -0.6 | . | -3 | -1 | 4.4 | -7 | 1
CCCc1cc(=O)[nH]c2nnc(SCC(=O)Nc3nccs3)n12 | 1.5 | -2.3 | 5 | 2.0 | -3 | -4 | 46 | 1.3 | -2 | -46
Cc1ccc(C)c(N2CCN(C(=O)c3nn(C)c4c3CS(=O)(=O)c3ccccc3-4)CC2)c1 | -1.2 | -1.6 | 5 | -2.8 | -4 | -7 | -36 | 0.0 | . | 36
Cn1nnnc1-c1cc(Br)ccc1NC(=O)c1ccccc1 | -0.5 | 0.0 | -5 | 1.3 | . | . | -21 | 1.1 | . | 21
O=C(N/N=C/c1cn[nH]c1-c1ccc(F)cc1)c1ccncc1 | 1.6 | -1.4 | 0 | 1.5 | . | -3 | -23 | 3.0 | 1 | 23
O=C(CSCc1cccc(Cl)c1)OCc1nc2ccsc2c(=O)[nH]1 | 1.9 | -4.4 | -2 | 1.4 | 4 | -4 | -2 | 3.2 | 5 | 2
C=C(C)C(=O)Nc1cccc(C(C)=O)c1 | 0.0 | -1.2 | -5 | -1.9 | -1 | . | 15 | 0.4 | 6 | -15
Cc1cccc(NC(=O)c2cc(S(=O)(=O)N3CCC4(CC3)OCCO4)ccc2F)c1 | 1.5 | -1.1 | ? | -0.8 | -5 | -3 | -15 | 0.4 | 14 | 15
N#Cc1ccc(Nc2nc(-c3ccc(O)cc3O)cs2)cc1C(F)(F)F | 0.6 | -0.6 | -6 | 1.8 | 3 | . | -103 | . | 8 | 103*
CCSc1nnc(NC(=O)c2cc(OC)c(OC)c(OC)c2)s1 | 5.2 | -0.3 | 8 | 2.5 | 1 | 0 | 2 | -0.2 | 4 | -2
COC(=O)c1ccc(NC(=S)NC(=O)C2CCC2)cc1 | -0.9 | -0.7 | -1 | 2.1 | 3 | 3 | 12 | 5.1 | 11 | -12
O=C(Nc1nnc(SCc2ccc(F)cc2)s1)c1ccccn1 | . | -0.4 | -8 | . | -1 | 1 | 9 | 1.4 | -3 | -9
c1coc(-c2nnc(SCc3nc4ccccc4[nH]3)o2)c1 | 1.7 | -1.0 | 8 | 1.2 | . | -1 | -5 | . | -18 | 5
O=C(CSCc1ccccc1F)NCc1ccccc1 | -0.4 | 0.1 | -3 | -1.2 | -5 | 9 | 26 | -1.5 | 53 | -26
O=C(O)c1ccc(C[n+]2c(-c3ccccc3)csc2Nc2ccccc2)cc1 | 0.2 | -0.7 | -6 | 0.1 | 15 | 2 | 5 | 2.0 | 1 | -5
Cc1nn2c(nc(N3CCCCC3)c3ccccc32)c1C=O | 1.4 | -3.0 | -2 | -2.1 | -4 | 1 | -15 | 3.4 | -13 | 15
Cc1ccc(OCc2cc(C(=O)NCCn3cccn3)no2)cc1C | 1.2 | -0.8 | -2 | 0.2 | 0 | 0 | 0 | 2.8 | 27 | 0
CCOc1ccc(N2C(=O)C3ON(C)C(c4ccc([N+](=O)[O-])cc4)C3C2=O)cc1 (centres undefined) | 1.3 | -1.0 | 3 | 1.2 | -27 | 4 | 0 | 2.8 | 3 | 0
CC(NC(=O)c1cccc(S(=O)(=O)N2CCc3ccccc32)c1)c1ccco1 (centres undefined) | -1.5 | -1.4 | -1 | -1.6 | -2 | 1 | -17 | 0.9 | -22 | 17
CN(C)CCCNC(=O)CCc1nc2ccccc2c(=O)[nH]1 | 2.2 | 0.0 | 2 | -0.9 | -2 | . | 1 | 2.6 | 0 | -1
O=C(Nc1ccc(S(=O)(=O)N2CCCC2)cc1)c1ccc(CN2CCOCC2)cc1 | -1.1 | 0.3 | -8 | -3.2 | -6 | . | 9 | 2.5 | -33 | -9
O=C(COc1ccc(Cl)cc1Cl)NC(=S)N1CCCc2ccccc21 | 1.3 | -2.3 | 2 | -1.6 | -4 | -1 | -5 | -0.2 | 20 | 5
C=C[C@@H]1c2ccccc2N(S(=O)(=O)c2ccc(C)cc2)[C@H](c2ccc(C(=O)OC)cc2)C1(C#N)C#N | 3.9 | -1.9 | -11 | 1.5 | -1 | 0 | 20 | 2.5 | 5 | -20
C/C(=N\OCC(=O)Nc1ccc(OC(F)(F)F)cc1)c1ccc2c(c1)OCCO2 | 0.9 | -0.2 | -2 | -1.5 | -3 | 1 | 15 | 5.3 | -1 | -15
c1ccc(-c2nn3c(-c4ccco4)nnc3s2)nc1 | 3.5 | 0.2 | 3 | -2.3 | -2 | . | 8 | 3.2 | 17 | -8
CCOC(=O)N1CCC(NS(=O)(=O)c2ccc3c(c2)OCC(=O)N3)CC1 | 4.6 | -0.3 | -2 | 1.6 | 1 | -6 | 37 | 2.3 | 4 | -37
COc1cccc(Nc2nc3ccccc3nc2-n2nc(C)cc2C)c1 | 0.9 | -0.1 | 2 | -0.4 | . | -5 | . | 0.0 | 4 | .
O=C1c2cccc3cccc(c23)C(=O)N1/N=C/c1ccc(O)cc1O | 4.9 | -0.2 | -14 | 2.0 | -2 | . | 7 | 2.1 | -3 | -7
CCNC(=S)Nc1cccc(F)c1C | 3.1 | 0.1 | 2 | -0.5 | 2 | -2 | 3 | 2.0 | -2 | -3
Cc1ccc(NC(=O)CN2C(=O)N/C(=C/c3ccc(N4CCOCC4)cc3)C2=O)cc1 | -1.1 | 0.1 | -2 | -0.3 | -3 | 21 | -5 | 3.1 | 46 | 5
CC(C)Cn1c2c(c(O)c(C(=O)Nn3c(Cc4ccccc4)nc4ccccc4c3=O)c1=O)CCCC2 | -1.7 | -3.1 | -3 | -1.5 | -7 | -15 | 1 | 3.9 | -23 | -1
COC(=O)c1cc(NC(=O)COC(=O)C2COc3ccccc3O2)cc(C(=O)OC)c1 (centres undefined) | 0.3 | -3.3 | 3 | -1.5 | -4 | 2 | 7 | 3.8 | 4 | -7
C=CC[n+]1ccc2ccccc2c1C | 1.7 | . | 9 | 0.2 | -10 | -1 | 18 | 2.9 | -2 | -18
CC1CCCN(Cc2c(O)ccc3c2O/C(=C\c2ccco2)C3=O)C1 (centres undefined) | 0.9 | -1.5 | -4 | -1.7 | 4 | 1 | 4 | 3.0 | -12 | -4
COCCNC(=O)C(=O)NCC1OCCN1S(=O)(=O)c1cc(F)ccc1F (centres undefined) | -0.3 | -0.1 | -10 | 2.7 | -1 | -1 | 17 | -1.0 | 7 | -17
CC(C)(c1ccccc1)c1ccc(OCc2ccc(C(=O)O)o2)cc1 | . | -4.2 | 8 | . | -5 | 38* | 57 | 4.3 | 88* | -57

Assay outcomes from PubChem BioAssay.
